Screening data: PubChem BioAssay, Icahn School of Medicine at Mount Sinai
RBX1-CUL1 inh = blocks human RBX1-Cullin-1 di-ubiquitin formation. P62877+Q13616. in vitro K48 di-Ub FRET, acceptor:donor ratio, 45 min. inhibition, % at 10 µM. hit rate 0.6% among 140,000; in the data active = inhibition above about 25%
Target sequence (P62877 whole entry, looked up): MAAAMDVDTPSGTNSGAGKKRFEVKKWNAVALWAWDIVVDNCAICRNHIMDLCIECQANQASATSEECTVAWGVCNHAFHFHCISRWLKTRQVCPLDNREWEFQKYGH
Target sequence (Q13616 whole entry, looked up): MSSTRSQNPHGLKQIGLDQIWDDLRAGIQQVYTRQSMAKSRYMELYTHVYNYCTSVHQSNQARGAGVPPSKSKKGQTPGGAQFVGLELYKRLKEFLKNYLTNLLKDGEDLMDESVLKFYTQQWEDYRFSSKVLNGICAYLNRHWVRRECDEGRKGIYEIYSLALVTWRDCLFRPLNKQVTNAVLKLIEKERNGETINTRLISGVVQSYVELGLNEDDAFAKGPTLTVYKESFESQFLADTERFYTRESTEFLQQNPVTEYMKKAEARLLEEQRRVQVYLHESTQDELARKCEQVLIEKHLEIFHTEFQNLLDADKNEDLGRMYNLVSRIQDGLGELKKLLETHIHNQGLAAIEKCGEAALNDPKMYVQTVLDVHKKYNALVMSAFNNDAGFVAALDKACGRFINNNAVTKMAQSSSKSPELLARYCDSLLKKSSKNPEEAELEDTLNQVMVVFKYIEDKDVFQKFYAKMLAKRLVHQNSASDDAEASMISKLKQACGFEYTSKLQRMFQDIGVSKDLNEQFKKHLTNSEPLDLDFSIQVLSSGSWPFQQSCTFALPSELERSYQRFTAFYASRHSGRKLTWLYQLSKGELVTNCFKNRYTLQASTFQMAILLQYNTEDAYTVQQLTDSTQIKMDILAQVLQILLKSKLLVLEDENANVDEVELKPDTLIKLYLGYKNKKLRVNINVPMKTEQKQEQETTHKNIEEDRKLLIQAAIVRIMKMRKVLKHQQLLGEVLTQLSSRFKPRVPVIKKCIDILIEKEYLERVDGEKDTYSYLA
Starred values were filed as active, the others as inactive.

mol,RBX1-CUL1 inh
Cc1ccc2c(c1)C(=O)OC(C(=O)Nc1ccccc1C(=O)O)C2 (configuration not stated),6.5
Cc1ccsc1C(=O)N1CCc2onc(-c3ccccc3F)c2C1,8.7
Cc1ccc(-c2nnc(SCC#N)n2-c2ccc(C)cc2)cc1,-6.1
CC1CN(Cc2cccs2)Cc2cc(Cl)ccc2O1 (configuration not stated),7.7
Cc1cc2c(cc1C)NC(CC(=O)Nc1ccccc1)C(=O)N2 (configuration not stated),-2.1
Cc1cc(C)nc(-n2[nH]c3nccc(-c4ccc(F)cc4)c3c2=O)n1,-4.2
CCCCCn1c(=O)[nH]c2cc(C(=O)NCc3ccc(Cl)cc3)ccc2c1=O,-3.9
CCS(=O)(=O)N1CCc2cc(C(=O)NCCc3ccc(OC)c(OC)c3)ccc21,1.1
O=C(N/N=C/c1ccc(F)cc1)c1ccco1,-2.7
CCc1nn(CC(=O)NC(C)CCc2ccccc2)c(=O)c2cc3cc(F)ccc3n12 (configuration not stated),0.6
COc1ccc(CNC(=O)C2CCN(c3nc4ccccc4[nH]3)CC2)c(OC)c1,-0.2
O=C(O)C1(c2ccccc2)CC1(Cl)Cl (configuration not stated),2.9
CCCNC(=O)c1nn2c(c1Br)NC(c1cccs1)CC2C(F)(F)F (configuration not stated),-7.3
CSCC(=O)NC1CCCc2c1cnn2-c1ccc(C)c(C)c1 (configuration not stated),7.5
O=C(CC1Sc2ccccc2NC1=O)Nc1cccc(Cl)c1 (configuration not stated),4.3
CC1=NN(CCc2ccccc2)c2nc3c(c(=O)n(C)c(=O)n3C)n2C1C (configuration not stated),-6.6
CN(C)c1ccc(C2C3C(=O)CC(C)(C)CC3=NC3=NC(=S)N=C(N)C32)cc1 (configuration not stated),-1.5
COc1ccc(CNC(=O)CSCc2nc(-c3ccccc3C)oc2C)cc1,-7.3
O=C1Oc2cc(O)ccc2CC1=NC(=O)c1ccc(F)cc1,0.4
CCN(CC)CCNC(=O)c1cn(C2CCCCCC2)nn1,5.1
Cc1ccc(NC(=O)CSc2ncc3c(n2)-c2ccc(Cl)cc2N(C)S3(=O)=O)cc1F,1.4
COc1cc(OC)cc(C(=O)Nc2ccc(-c3nc4ccccc4s3)cc2C)c1,-0.7
COc1ccc(N2C(=O)N(c3ccccc3)C3CS(=O)(=O)CC32)cc1 (configuration not stated),3.1
CCOC(=O)NCc1ccc(S(=O)(=O)NC2CCCCC2)cc1,1.5
COc1ccccc1-n1c(C)cn2c3c(=O)[nH]c(=O)n(C)c3nc12,-11.0
Cc1cc(N2CCN(C)CC2)nc2ccc(NC(=O)Nc3ccc(F)cc3)cc12,1.1
CCOc1ccc(C(=O)Oc2c(I)cc(S(=O)(=O)O)c3cccnc23)cc1,6.7
COc1cc(S(=O)(=O)Oc2cccc(C)c2C)ccc1Cl,-7.5
O=C(c1ccc2c(c1)N(Cc1ccc(Cl)cc1)C(=O)c1ccccc1S2(=O)=O)N1CCC(Cc2ccccc2)CC1,3.8
Cc1oc(-c2cccc(Cl)c2)nc1CN1CCCC(C(=O)NCc2ccc(Cl)cc2)C1 (configuration not stated),2.6

Additional results follow.
mol,RBX1-CUL1 inh
CCN1CCN(c2cc(C)c3cc(NC(=O)c4cccc(Cl)c4)ccc3n2)CC1,-6.6
Cc1ccccc1C(=O)O/N=C(\N)c1ccncc1,5.3
CCOc1ccc(/C=C/c2onc(C)c2[N+](=O)[O-])cc1OCC,-4.4
CC1=NN(C(=O)c2csc(C)c2)C(O)(C(F)(F)F)C1 (configuration not stated),-5.2
CCCn1c(=O)c2c(nc3n(CC)c(C)cn23)n(C)c1=O,0.1
O=C(NCc1ccccc1)C1CCCN(C2CCN(C(=O)CC3CC3)CC2)C1 (configuration not stated),-0.7
COc1ccc2cc(CCNS(=O)(=O)c3ccc(C)cc3)c(=O)[nH]c2c1,0.3
CCOC(=O)C1C(CN2CCC(C)CC2)=NC(=O)NC1c1ccc(F)cc1 (configuration not stated),-1.4
CC1=C(C(=O)OC(C)C)C(c2ccc(Cl)cc2)n2c(s/c(=C/c3ccsc3)c2=O)=N1 (configuration not stated),-1.3
C=CCCn1nc(-c2ccccc2)oc1=O,-4.2
Cc1ccc(C)c(NC(=O)C2CCCN(S(=O)(=O)c3ccc4[nH]c(=O)ccc4c3)C2)c1 (configuration not stated),0.7
CN1CCN(c2cnn(-c3cccc(Cl)n3)c(=O)c2Cl)CC1,2.4
CC1(C)CC(=O)C(C=NCCN2CCN(C3OC(=O)c4ccccc43)CC2)C(=O)C1 (configuration not stated),12.1
Cn1cc(CN2CCN(c3cnccn3)CC2)c(-c2cccc(Cl)c2)n1,-0.8
Cn1c2c(c3ccccc31)/C(=N/O)CCC2,-1.3
Cc1ccc(SC(C)C(=O)Nc2ccccc2C(=O)NC(C)C)cc1 (configuration not stated),-5.9
CC1(C)Cc2ccccc2C(/C(=N\O)C(=O)c2ccccc2)=N1,1.0
Cc1ccc(CNC(=O)CCC2CCCN(C3CCOCC3)C2)o1 (configuration not stated),16.0
CCCN(CCC)c1cc(C)nc2nc(-c3ccc(C(C)(C)C)cc3)nn12,9.8
CCOCCSc1nc2sc3c(c2c(=O)n1-c1ccccc1)CCCC3,-7.6
Cc1ccc(Cl)cc1NS(=O)(=O)c1cc2c3c(c1)CC(=O)N3CCC2,-9.6
COCc1noc(-c2ccc(N[C@H]3CCCCNC3=O)nc2)n1,-5.2
COc1ccc(-c2nnc(SCC(=O)N/N=C/c3ccc(N(C)C)cc3)n2-c2ccccc2)cc1OC,3.0
CO[C@H]1[C@H](NC(=O)c2ccccn2)c2ccccc2C12CCN(C(=O)CCc1c(C)noc1C)CC2,8.3
COc1ccc(NC(=O)c2nnn(CC(=O)Nc3ccc(C)c(C)c3)c2N)cc1OC,-0.9
CO[C@H]1[C@H](NC(=O)c2ccncc2)c2ccccc2C12CCN(C(=O)C1(c3ccccc3)CC1)CC2,-3.5
COc1cccc(-c2ccc3c(N)c(C(=O)NCCc4ccccc4Cl)sc3n2)c1,0.8
CCCC(=O)Nc1ccccc1F,-3.9
O=C([C@H](Cc1ccccc1)NC(c1ccccc1)(c1ccccc1)c1ccccc1)n1ccnc1,10.4
COc1ccc(-c2cc(C(=O)Oc3ccc(C)cc3)c3cc(C)ccc3n2)cc1,12.4

Next compounds:
mol,RBX1-CUL1 inh
O=C(NCC(c1ccc2c(c1)OCO2)N1CCN(c2ccccc2)CC1)C(=O)Nc1ccc(F)cc1 (configuration not stated),1.8
COc1ccc(-c2nc(C)c(CCNC(=O)C(=O)Nc3cc(C)cc(C)c3)s2)cc1OC,-6.3
O=c1c2c3c(sc2[nH]c(=S)n1-c1ccc(OC(F)F)cc1)CCC3,2.6
Cc1ccccc1C(=O)NNC(=O)c1ccc(F)cc1,0.3
O=C(N/N=C/C=C/c1ccccc1)C12CC3CC(CC(C3)C1)C2,4.6
CCOC(=O)c1c(C)n(C)c2ccc(OCC(O)Cn3c(C)nc4ccccc43)cc12 (configuration not stated),1.5
COc1cccc(OCC(O)CNC(=O)C2CC(=O)c3sc(NC(=O)c4ccncc4)nc3C2)c1 (configuration not stated),8.7
Cc1ccc(C(=O)OC(C)CN2CCN(C)CC2)cc1 (configuration not stated),4.7
O=C(CN1c2ccccc2Sc2ccccc21)N/N=C/c1cccnc1,3.8
Cc1ccccc1NC(=O)c1sc2nc(N3CCOCC3)c3c(c2c1N)CC(C)(C)OC3,-6.7
CCc1ccc(NC(=O)CSc2ncnc3sc4c(c23)CCCC4)cc1,11.2
CCCN(CC1CC1)C(=O)c1cn(Cc2ccccc2C)nn1,-0.9
CCc1ccc(-c2cn3c(C(=O)N4CCC[C@H]4C(N)=O)csc3n2)cc1,-0.2
OCCN1CCN(Cc2ccc3c(c2)CN(CC2CC=CCC2)CCO3)CC1 (configuration not stated),6.5
O=C1OC(c2ccc(Cl)cc2)=CCC1=Nc1ccc2oc(-c3ccncc3)nc2c1,6.3
Cc1ccc(S(=O)(=O)N(C)CC(=O)NCCCc2ccccc2)cc1,-6.0
Clc1ccc(Nc2c(Cl)cc(Cl)cc2Cl)cc1,-3.0
CC1=CC(C)=C2C=CC(=O)C(=O)C2O1 (configuration not stated),98.7*
CCc1ccc(-c2nc3cc(NC(=O)c4ccc(C)c(C)c4)ccc3o2)cc1,-2.0
Cc1ccc(S(=O)(=O)c2c(Nc3cc(C)ccc3C)sc(C(=O)c3ccc4c(c3)OCO4)c2N)cc1,6.6
Cc1ccc(S(=O)(=O)c2[nH]c(-c3ccccc3)nc2SCC(=O)O)cc1,5.9
COc1cc(CNC2COc3ccccc3C2)cc(Cl)c1O (configuration not stated),12.7
Cc1ccc(NC2=NCCC2)cc1Cl,9.0
Cc1oncc1C(=O)NC(C)c1ccc(Cl)cc1 (configuration not stated),-5.0
CC1(C)COC(=O)N(c2ccc(Cl)cc2)C1=O,-2.3
Cc1ccc(C(=O)N2CCN(c3cccc(C)c3C)CC2)s1,3.7
Cc1cc(OC(C)C(=O)Nc2cccc(-c3nc4ccccc4o3)c2)cc(C)c1Cl (configuration not stated),9.6
C/C(=N\NC(=O)c1ccccc1[N+](=O)[O-])c1ccc(Cl)cc1,-11.0
CCOc1cc(S(=O)(=O)n2ccnc2C)ccc1Cl,-10.7
CCOC(=O)c1c(-c2ccc(Br)cc2)csc1NC(=O)COc1ccccc1,-11.3

New compounds follow:
mol,RBX1-CUL1 inh
Cn1cc(CN2CCc3[nH]nc(C(c4ccccc4)c4ccccc4)c3C2)cn1,-2.7
Nc1ccc(C(=O)c2cccs2)cc1,-7.0
Cc1ccccc1NC(=O)Nc1ccnn1C1CCN(C2CCOCC2)CC1,-0.4
Cc1ccccc1Oc1cc(-n2ncc(C#N)c2N)ncn1,1.5
Cc1cccc(C(=O)Nc2ccc(NC(=O)c3ccc([N+](=O)[O-])o3)cc2)c1,-0.9
CC(O)CCC(=O)N=Nc1c(O)[nH]c2ccccc12 (configuration not stated),-0.5
CC(C)c1noc(-c2ccc(N3CCNC(=O)C3C(C)C)nc2)n1 (configuration not stated),-3.2
Cc1ccc(NC(=O)CSc2nncn3c2cc2sccc23)cc1F,-0.9
COc1ccc(S(=O)(=O)Nc2cccc(-c3ccc(N4CCCCC4)nn3)c2)cc1F,7.0
CCOC(=O)c1c(NC(=O)CN(c2cccc(C(F)(F)F)c2)S(C)(=O)=O)sc2c1CCCC2,2.7
CC(=O)NCC(=O)NC1(C(=O)Nc2ccc(Cl)cc2)CCCC1,6.2
COc1ccc(OCC(=O)Nc2ccc(-c3nc4cc(C)cc(C)c4o3)cc2)cc1,-0.8
Cn1c(=O)c2c(-c3ccccc3)n(-c3ccc(F)cc3)cc2n(C)c1=O,9.0
CC1(C)CC(=O)C2C(=NC3=C(C(=O)CC(C)(C)C3)C2c2cccs2)C1 (configuration not stated),16.0
COc1ccc(NC(=O)C(NC(=O)/C=C\c2ccc3c(c2)OCO3)c2ccc(OC)cc2)cc1 (configuration not stated),-2.6
CN(CCC(O)c1ccccc1)C(=O)c1coc(Cn2cnc3ccccc32)n1 (configuration not stated),10.0
O=c1c2sc3ccccc3c2n(Cc2cccc(C(F)(F)F)c2)c(=O)n1Cc1ccccc1,1.4
O=C(CN(c1cccc(Br)c1)S(=O)(=O)c1ccccc1)N1CCc2ccccc2C1,0.4
O=C(CN1CCN(c2cc(Cl)cc3ncccc23)CC1)c1ccc(O)c(O)c1,83.6*
CCOC(=O)c1cnc2cc(C(F)(F)F)ccc2c1Nc1cc(C)ccc1OC,2.3
CC1CCCC(NC(=O)CCC2CCCCC2)C1C (configuration not stated),-6.2
COc1ccc(/C=C(\C#N)C(=O)N2CCOCC2)cc1I,-5.6
NC(=O)C[n+]1cccc(/C=N/O)c1,-2.2
CCOC(=O)c1cc(OC(=O)c2ccc(C)cc2)n(-c2ccccc2)n1,-8.5
Cn1cc(CNC(=O)C2CCCN(C3CCN(CCc4ccccc4)CC3)C2)cn1 (configuration not stated),-6.3
CCOc1ccccc1CNC(=O)CCn1ccc2cc(S(=O)(=O)N3CCCCC3)ccc21,2.0
CC1CCN(c2ccc(-c3cccc(NS(=O)(=O)c4ccc(F)cc4F)c3)nn2)CC1,0.2
COCc1nc2ccccc2n1Cc1cccc(C)c1,-5.8
Cc1nc(Cl)sc1C(=O)Nc1ccccc1Cl,0.9
Cc1ncc2c(c1-c1noc(CCc3n[nH]c4c3CCCC4)n1)CCNC2,-4.9

Three of the compounds above, field by field.
> CCOC(=O)c1c(NC(=O)CN(c2cccc(C(F)(F)F)c2)S(C)(=O)=O)sc2c1CCCC2
  RBX1-CUL1 inh: 2.7
> Nc1ccc(C(=O)c2cccs2)cc1
  RBX1-CUL1 inh: -7.0
> Cc1ncc2c(c1-c1noc(CCc3n[nH]c4c3CCCC4)n1)CCNC2
  RBX1-CUL1 inh: -4.9

Carrying on.
mol,RBX1-CUL1 inh
CC(C)Cn1c(=O)oc2ccccc21,2.4
Cc1cc(/C=C2/C(=N)N3N=C(C(F)(F)F)SC3=NC2=O)c(C)n1-c1cccc(Br)c1,4.5
CCOc1ccccc1N(C)C(=O)c1cc2c(s1)-c1ccccc1OC2,4.4
FC(F)(F)c1cccc(-c2cnnc(NCCOc3cccnc3)n2)c1,0.3
COc1ccc2c(c1)C(=O)N(c1ccc(C)cc1C)C(=O)C2C=Nc1ccc(C)cc1 (configuration not stated),-3.7
Cc1cc(C)cc(Oc2c(C(F)(F)F)oc3cc(OC(C)C(=O)OC(C)C)ccc3c2=O)c1 (configuration not stated),1.4
COc1cc(OC)c([C@@H]2[C@H]3CC(C(C)(C)C)CC=C3C(C#N)C(=N)C2(C#N)C#N)cc1OC (some centres not stated),7.9
CCOC(=O)c1sc(S(N)(=O)=O)c(C(=O)OCC)c1C,7.2

A portion of the library; the hit share may differ from the screen's.
